Pf gametocyte = P. falciparum stage V gametocyte viability inhibition. P. falciparum stage V gametocytes, ATP luminescence, 24 h. inhibition, % at 10.9 µM. AID 743093. 150,000 tested, 0.065% active;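 active = inhibition above the mean plus 3 SD of compounds within the control limits, set per campaign, cut at about 38% in these data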;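 note: 0% = DMSO wells and 100% = medium only without gametocytes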
An asterisk follows results filed as active. The list is partial. The share of hits here may be higher or lower than overall.

SMILES	Pf gametocyte
CC(=O)NC1c2ccccc2C(=O)N1Cc1ccccc1 (configuration not stated)	-11.4
CCOCCCNC(=S)N(CCCN(C)C)Cc1cc2cc3c(cc2[nH]c1=O)OCCO3	19.2
COC(=O)Cn1c(N)[n+](Cc2ccccc2)c2ccccc21	-10.8
O=C(OC1CO[C@H]2O[C@@H]1[C@H](OC(=O)c1ccccc1)[C@H]2OC(=O)c1ccccc1)c1ccccc1 (some centres not stated)	-1.4
CC1CCN(C(=O)CNC(=O)CNS(=O)(=O)c2ccccc2)CC1	1.9
COc1cccc(-c2ncc3ccccc3c2COC(=O)c2ccc(C(F)(F)F)cc2)c1	-7.2
CCCN1CCC(=O)N(CCO)CC1	21.6
COC(=O)C1(CCSC)NC(c2ccc(OC)cc2OC)C2C(=O)N(c3cccc(C(C)=O)c3)C(=O)C21 (configuration not stated)	15.8
Cc1ccc(C(=O)N2CCN(c3ncnc4c3cnn4-c3ccccc3)CC2)cc1	-27.6
CC(=O)c1cc(Cc2csc(C(C)=O)c2)cs1	-13.3
CC(C)c1ccc(-c2csc3nc[nH]c(=O)c23)cc1	8.2
Cn1c(=O)oc2cc(S(=O)(=O)N3CCN(C(=O)c4ccco4)CC3)ccc21	-4.5
COc1ccc(/C=N/NC(=O)c2cc(-c3cccc(C)c3)nc3ccccc23)cc1O	7.4
COc1ccc(OC)c(C2=CC(=O)C[C@H](c3ccc4c(c3)OCO4)C2)c1	-0.4
Cc1cc(C(=O)NC(C)CCc2ccccc2)ccc1[N+](=O)[O-] (configuration not stated)	-6.6

6 entries already listed, arranged by heavy-atom count, lowest first.
SMILES	Pf gametocyte
CC1CCN(C(=O)CNC(=O)CNS(=O)(=O)c2ccccc2)CC1	1.9
COc1ccc(OC)c(C2=CC(=O)C[C@H](c3ccc4c(c3)OCO4)C2)c1	-0.4
Cn1c(=O)oc2cc(S(=O)(=O)N3CCN(C(=O)c4ccco4)CC3)ccc21	-4.5
Cc1ccc(C(=O)N2CCN(c3ncnc4c3cnn4-c3ccccc3)CC2)cc1	-27.6
O=C(OC1CO[C@H]2O[C@@H]1[C@H](OC(=O)c1ccccc1)[C@H]2OC(=O)c1ccccc1)c1ccccc1 (some centres not stated)	-1.4
COC(=O)C1(CCSC)NC(c2ccc(OC)cc2OC)C2C(=O)N(c3cccc(C(C)=O)c3)C(=O)C21 (configuration not stated)	15.8

Next part:
SMILES	Pf gametocyte
C[C@H](CO)N1C[C@H](C)[C@@H](CN(C)C(=O)Nc2ccc3c(c2)OCO3)Oc2ccc(NS(=O)(=O)c3cn(C)cn3)cc2C1=O	-16.5
Cc1cc(NC(=O)Nc2ccc(Cl)c(Cl)c2)no1	5.6
COc1cccc(C(=O)Nc2ccccc2NC(=O)c2cccc(OC)c2)c1	9.7
CCOC(=O)C1=CC[C@@H](c2cc3ccc(OC)cc3n2C)N(S(=O)(=O)c2ccc(C)cc2)[C@H]1C(=O)OCC	16.2
CCc1ccccc1NC(=O)c1ccc(-c2csc(C)n2)cc1	2.3
Cc1ccccc1NC(=O)Cc1cccs1	4.8
O=C1[C@H](Cc2ccccc2)NCC=CC[C@@H](c2ccc(Cl)cc2)N1Cc1ccc(Cl)cc1	0.4
CN(Cc1ccccc1)C(=O)COc1ccc2ccccc2c1	-23.4
C[C@H](NC(=O)c1nc[nH]c1C(=O)NCc1ccccc1)C(=O)OCc1ccccc1	12.5
CC(=O)Nc1ccc(OCC(O)Cn2cccn2)cc1 (configuration not stated)	-7.8
CC1=C(C(=O)OC(C)C)C(c2ccc3c(c2)OCO3)NC(=O)N1 (configuration not stated)	1.2
Clc1cc(/C=N\NC2=NCCN2)cc(Cl)n1	10.5
COC(=O)C1=C(N)OC2=C(C(=O)CCC2)C1c1ccc2c(c1)OCO2 (configuration not stated)	-9.4
CC(C)(C)CN1CCN(Cc2c[nH]c3ccccc23)CC1CCO (configuration not stated)	16.2
C[C@H](CO)N1C[C@H](C)[C@@H](CN(C)Cc2ccncc2)Oc2c(NS(=O)(=O)c3ccccc3)cccc2C1=O	-6.1
COc1ccc(OC)c(NC(=O)Nc2ccc(O)c3ccccc23)c1	19.3
CC(C)(C)OC(=O)N1CCC(CC2CC(c3ccncc3)=NO2)(C(=O)O)CC1 (configuration not stated)	-4.8
COC(=O)[C@@H]1C[C@H]1[C@@H](NC(=O)c1cc(C)on1)c1ccccc1	24.4
O=C(NCCc1ccccc1)c1ccccc1[N+](=O)[O-]	-6.4
COc1ccc(C2=CC(=O)CC(c3ccc(F)cc3)C2)cc1 (configuration not stated)	11.7
CC(NC(=O)/C(C#N)=C/c1ccc(OCC(=O)O)cc1)c1ccccc1 (configuration not stated)	-4.2
O=C(O)CSc1cccnc1Sc1ccc(Cl)cc1	2.6
CCOC(=O)C(C)Sc1snnc1C (configuration not stated)	18.5
C=CCn1c(SCC(=O)Nc2ccccc2F)nc2ccccc2c1=O	-12.6
Cn1c(-c2ccc(F)cc2)cnc1NCc1cccc([N+](=O)[O-])c1	-3.1
Oc1ccccc1C=Nc1cccc2ccccc12	4.2
C=C1CCN([C@@H](CC(C)C)C(=O)O)S(=O)(=O)c2ccccc21	6.3
CC1(C)Cc2c(sc3nc(SCC(=O)O)nc(N)c23)CO1	25.4
Cc1cc(-c2ccccc2)nc2cc(C(=O)OC(C)C)nn12	-7.4
CCn1c(C)nnc1SCC(=O)Nc1ccccc1Cl	7.0
CCOc1ccc(Br)cc1S(=O)(=O)NC1CC(C)(C)NC(C)(C)C1	15.6
Cn1c(C(=O)O)cc2cc(F)ccc21	8.8
Cc1ccc(-c2nnn(CC(=O)N(CC(=O)NC3CCCCC3)c3cnc4ccccc4c3)n2)o1	4.3
COc1c(S(=O)(=O)N2CCCCC2)ccc2c(S(=O)(=O)N3CCCCC3)cccc12	-35.4
COc1ccc(C(=O)Nc2ccc(C(=O)NCC3CCCO3)cc2)c(OC)c1OC (configuration not stated)	-17.4
O=S1(=O)CCOC[C@H](CC2CCCCC2)N1Cc1ccc(F)cc1	10.9
O=C(NCc1ccco1)c1cnc2n(c1=O)CCS2	-11.2
COC(=O)CN1C(=O)[C@@H]2[C@H](C1=O)[C@@H]1CC(C(=O)OC)=C[C@@H](C(=O)OC)[C@@H]3C1=C(C(=O)[C@@]3(C)NC(=O)c1ccccc1)[C@@H]2C	-12.5
CC(C)(C)c1ccc(C(=O)NCCC(=O)NCc2ccco2)cc1	-7.8
C[C@@H]1CC[C@@]2(O[C@@H](CCO)C[C@@H](O)[C@@H]2O)O1	18.8
CCN1C(=O)[C@H]2[C@@H](c3ccc(C)cc3)N3C(=O)N(c4ccc(OC)cc4)C(=O)[C@@]3(Cc3ccccc3)[C@H]2C1=O	-8.7
Cc1ccc(C)c(NC(=O)CCc2ccc(C)o2)c1	-3.3
COc1ccc(S(=O)(=O)N2CCN(C(=O)c3ccco3)CC2)c(C)c1C	16.5
O=C(C[C@@H]1C/C=C\C[C@H](NC(=O)OCC2c3ccccc3-c3ccccc32)C(=O)OC[C@@H]2CCCN2C1=O)N[C@@H](CO)Cc1ccccc1	-6.5
C=CC[C@@H](CC(=O)N(CCO)Cc1ccccc1)C(=O)N[C@@H](COC(=O)[C@@H](CC=C)Cc1ccc(F)cc1)Cc1ccccc1	8.4
COc1ccc(OC)c(C2C/C(=N/O)C(C)C(c3cc(OC)ccc3OC)N2)c1 (configuration not stated)	-3.9
CCc1ccc([C@@H]2CC=C(C(=O)O)CN2S(=O)(=O)c2ccc(C)cc2)cc1	-14.6
NS(=O)(=O)c1ccc(CNS(=O)(=O)Cc2ccc(Cl)cc2)cc1	-2.3
Cc1ccc(CNC(=O)C2CCN(c3nc(C)cc(C)n3)CC2)cc1	9.4
Cc1cc(C)nc(NS(=O)(=O)c2ccc(NC(=O)c3ccc(O)cc3O)cc2)n1	-9.8
COc1ccc(C(C#N)c2cnccn2)cc1OC (configuration not stated)	20.0
Cc1cc(O)ccc1Nc1nc(-c2cccnc2)cs1	17.6
CCOC(=O)[C@@H]1[C@H]2COc3ccccc3[C@H]2N2C(=O)N(c3cccc(F)c3)C(=O)[C@]12C	8.2
Cc1cccc(C(=O)Nc2ccc(S(=O)(=O)N3CCOCC3)cc2)c1[N+](=O)[O-]	20.0
COc1ccc(CCNS(=O)(=O)c2cccc([N+](=O)[O-])c2)cc1	-1.3
Cc1ccc(NS(=O)(=O)c2ccc3c(c2)oc(=O)n3C)cc1	-1.7
Cc1ccccc1C(=O)NC1CCCN(Cc2ccccc2F)C1 (configuration not stated)	15.1
O=C(NCc1ccc(OC(F)(F)F)cc1)c1cccc2c1C(=O)c1ccc(N3CCCCC3)cc1S2(=O)=O	34.4
COC(=O)Nc1ccc2c(c1)N(C(=O)CCN(C)C)c1ccccc1CC2	-0.1
COc1cccc(CNc2ccc3c(c2)ncn3C)c1OC	-27.1

Rewritten field by field: three of the compounds above
CCc1ccc([C@@H]2CC=C(C(=O)O)CN2S(=O)(=O)c2ccc(C)cc2)cc1
  Pf gametocyte: -14.6
NS(=O)(=O)c1ccc(CNS(=O)(=O)Cc2ccc(Cl)cc2)cc1
  Pf gametocyte: -2.3
Cc1ccc(CNC(=O)C2CCN(c3nc(C)cc(C)n3)CC2)cc1
  Pf gametocyte: 9.4

The listing continues.
SMILES	Pf gametocyte
CC(C)CC1Nc2ncnc(N3CCOCC3)c2N(Cc2ccc(Br)cc2)C1=O (configuration not stated)	-2.6
COc1ccc(NC(=O)N(C)C[C@H]2Oc3ccc(NC(=O)Nc4ccc5c(c4)OCO5)cc3C(=O)N([C@H](C)CO)C[C@@H]2C)cc1	-3.5
CC1(C)OC(=O)C=C[C@]2(C)[C@H]3CC[C@@]4(C)[C@H](C(=O)O)OC(=O)[C@H]5O[C@]54[C@]3(C)C(=O)C[C@@H]12	-18.8
CCCc1cc(=O)[nH]c(NCCc2ccccc2)n1	-36.7
Cc1ccc(N2C3=C(C(=O)CC(C)(C)C3)C(c3cn(C)nc3C)C3=C2CC(C)(C)CC3=O)cc1	8.2
Cc1nn(C)c(C)c1NC(=O)CSc1nc(-c2ccccc2F)nc2c1cnn2-c1ccccc1	-21.3
CCCNC(=O)C1(CC2CC(c3ccccc3)=NO2)CCN(C(=O)Cc2ccc(F)cc2)CC1 (configuration not stated)	9.0
Cc1nn(C(=O)N2CCOCC2)c(C)c1CN1C(=O)c2ccccc2C1=O	-11.7
O=C1NC[C@@H](Cc2cccc3ccccc23)N(CCCCC2CCCCC2)C1=O	-4.7
COc1cc(C(=O)NCC2(c3ccccc3)CCCC2)cc(OC)c1OC	-12.8
COc1ccc2c(c1)[C@H]1[C@H](CO2)[C@H](c2ccccc2)[C@]2(C)C(=O)Nc3cc(F)c(F)cc3C(=O)N12	12.9
C#CCOc1coc(COC(=O)c2ccccc2)cc1=O	-19.7
COC(=O)c1ccc(CN(c2ccc(OC)cc2)S(=O)(=O)c2ccccc2)cc1	11.7
COc1ccc(S(=O)(=O)NCc2cccnc2)cc1Br	21.6
CCN(CC)CCCNC(=O)c1cc2nc(-c3ccccc3)cc(C(F)(F)F)n2n1	-10.7
COc1ccc(Nc2nc(-c3cccs3)nc3ccccc23)cc1S(=O)(=O)N1CCOCC1	-25.9
CCN1CCN(c2oc(-c3ccc(OC)cc3)nc2C#N)CC1	-7.2
C[C@H](NC(=O)c1nc[nH]c1C(=O)NCCCCCN)C(=O)OC(C)(C)C	-40.0
C=C1CCN(c2ccc(C(=O)NCc3ccc(OC)cc3)cc2[N+](=O)[O-])CC1	6.6
O=C(NNC1=NS(=O)(=O)c2ccccc21)c1cccc([N+](=O)[O-])c1	5.3
COc1cccc(C(=O)NNC(=O)c2ccccc2)c1	-9.2
COc1ccc(C(=O)Nc2cc(C)on2)c(OC)c1	-14.8
COc1ccccc1NC(=O)c1sc2nc(C)cc(C)c2c1N	6.1
CC(=O)c1ccccc1OCc1ccc(S(=O)(=O)Cc2ccccc2)cc1	-2.8
CCOC(=O)C1=C(N)Oc2cc(O)ccc2C1c1ccc(Br)cc1 (configuration not stated)	12.2
NS(=O)(=O)c1ccc(CCNC(=O)c2cc3ccccc3oc2=O)cc1	7.9
CN(C)C(=O)CCC(=O)N1CCCCC1C(=O)Nc1ccc(Oc2ccccc2F)cc1 (configuration not stated)	10.0
C=CCNC(=O)Cn1nnc(-c2ccc(-c3ccc(OC)cc3)cc2)n1	2.4
C=CCC[C@H](Cc1ccc(F)cc1)C(=O)OC[C@@H](Cc1c[nH]c2ccccc12)NC(=O)[C@@H](CC=C)CC(=O)NCCO	9.5
O=C(/C=C(O)/C=C/c1ccc(O)cc1)/C=C/c1ccc(O)cc1	-13.5
CC(=O)NC(c1ccco1)c1cc(F)c2cccnc2c1O (configuration not stated)	-29.3
CCOc1ccc(OCC)c(NC(=O)CN2CCN(CC(=O)NC(C)C)CC2)c1	10.3
Cc1nc(NCCC(C)C)c2nnn(Cc3ccccc3)c2n1	15.6
COc1ccc(C(=O)NCC(C)NC(=O)c2ccc(OC)c(Br)c2)cc1Br (configuration not stated)	-10.4
C=CCNC(=O)c1ccc(N(Cc2ccccc2)S(C)(=O)=O)cc1	10.2
Cc1ccccc1NC(=O)c1c([N+](=O)[O-])cnn1C	-31.3
CCOc1ccccc1NC(=O)NCCN1CCCCC1	16.0
Fc1ccccc1-c1nnc2n1N=C(c1ccc(OC(F)F)c(OCC3CC3)c1)CS2	5.1
COc1ccccc1C(C#N)N1N=C(C)CC1c1ccccc1 (configuration not stated)	-6.5
O=Cc1c(NCc2cccc(F)c2)c2ccccc2[nH]c1=O	16.8
CCOc1ccc(/C=C/C(=O)Oc2ccccc2)cc1	14.3
Cc1ccc[n+](CC(=O)Nc2ccc(Cl)c([N+](=O)[O-])c2)c1	15.5
COc1ccccc1N1CCN(C(=O)c2cc(C(=O)N3CCN(c4ccccc4OC)CC3)cc([N+](=O)[O-])c2)CC1	11.7
COC(=O)CNC(=O)Cn1c(=O)n(Cc2ccc(F)cc2)c(=O)c2sccc21	5.5
Cc1ccc(NC(=S)NCc2ccccc2)cc1C	-10.5
CCN1C(=O)[C@H]2[C@@H](c3ccc(C)cc3)N3C(=O)N(c4ccc(C)cc4)C(=O)[C@@]3(Cc3ccc(Cl)cc3)[C@H]2C1=O	6.1
CN(C)C(=O)C1Cc2ccccc2CN1S(=O)(=O)c1ccc(F)cc1 (configuration not stated)	9.5
OCC[C@H]1C[C@H](O)[C@@H](O)[C@@]2(Cc3ccccc3CCO2)O1	-12.4
COc1ccccc1/C=N\NC(=O)c1c(C)nc2ccc(Cl)cn12	-5.8
